HRas wt GTP: changes GTP binding to wildtype human HRas; GTP binding activity, % at 10 µM; actives 0.14% (n = 190,000); AID 759; GST-Ras wt beads, Bodipy-FL-GTP binding, flow cytometry; actives lie on both sides;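 active = GTP binding activity at least 20% away from the 100% baseline, either lowered as inhibitor or raised as activator; inconclusive = flagged as likely green fluorescent, judged across all proteins in the well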;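 note: 0% = unlabeled GTP competition control and 100% = no-compound control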
Target sequence (P01112 whole entry, looked up): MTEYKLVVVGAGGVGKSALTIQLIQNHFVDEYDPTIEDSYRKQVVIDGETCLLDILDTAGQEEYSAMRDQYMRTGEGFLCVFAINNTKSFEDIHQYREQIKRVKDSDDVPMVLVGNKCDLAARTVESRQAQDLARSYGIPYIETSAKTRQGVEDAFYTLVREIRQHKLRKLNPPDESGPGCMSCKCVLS
Rab2A wt mod: changes GTP binding to wildtype dog Rab2A, up or down; P61105; actives 0.19% (n = 190,000); GTP binding activity, % at 10 µM; GST-Rab2 wt beads, Bodipy-GTP binding, flow cytometry; AID 760;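 active = GTP binding activity at least 20 points away from 100%, either lowered or raised; inconclusive = signal likely due to the compound's own green fluorescence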;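 note: 0% = beads with excess unlabeled GTP and 100% = no-compound control corrected for plate trend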
Mcl1-Bid inh: disrupts binding of human Mcl-1 to Bid peptide. Q07820. TR-FRET Mcl-1/Bid-Dy647 peptide binding, 1536-well. inhibition, % at 21.7 µM. actives 0.97% (n = 220,000). AID 1021;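 active = compounds that cut the binding signal by more than half at the single screening dose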;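 note: His-tagged Mcl-1 with europium anti-His antibody binding Bid BH3 peptide; 0% = Mcl-1 plus peptide wells and 100% = peptide-only wells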
Target sequence (Q07820 whole entry, looked up): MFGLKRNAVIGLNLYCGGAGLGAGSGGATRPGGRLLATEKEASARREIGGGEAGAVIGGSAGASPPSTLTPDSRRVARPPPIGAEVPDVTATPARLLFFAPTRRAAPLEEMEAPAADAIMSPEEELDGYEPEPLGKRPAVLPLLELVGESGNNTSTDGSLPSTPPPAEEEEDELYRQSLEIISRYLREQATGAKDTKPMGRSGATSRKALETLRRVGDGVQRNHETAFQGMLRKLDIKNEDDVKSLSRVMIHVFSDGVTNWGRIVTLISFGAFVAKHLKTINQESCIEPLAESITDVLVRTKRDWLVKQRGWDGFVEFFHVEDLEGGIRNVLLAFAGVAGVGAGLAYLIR
Mcl1 Noxa PPI: Mcl-1/Noxa interaction inhibition; Q07820; TR-FRET Mcl-1/Noxa peptide binding, 2 h; inhibition, % at 21.7 µM; actives 1.5% (n = 220,000); AID 1022;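 active = compounds that cut the protein-peptide binding signal by more than 50% relative to plate controls in a single-dose test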;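 note: His-tagged Mcl-1 with rhodamine Noxa BH3 peptide and terbium anti-His antibody; 0% = Mcl-1 plus Noxa peptide wells and 100% = peptide-only wells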
Rac1 mut GTP: alters GTP binding to activated mutant human Rac1 | P63000 | GST-Rac1 activated beads, fluorescent GTP binding, flow cytometry; actives lie on both sides; 100% means binding = to untreated wells | percent activity (GTP binding), % at 10 µM | actives 0.11% (n = 190,000);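 active = GTP binding at least 20 percentage points away from the 100% baseline, in either direction, so actives lie on both sides; inconclusive = Compound likely fluorescent itself, or too few beads counted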
Pf gamet viab: inhibitors of late stage P. falciparum gametocyte viability; inhibition, % at 10.9 µM; P. falciparum stage V gametocytes, ATP luminescence, 24 h; actives 0.065% (n = 150,000); AID 743093;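 active = inhibition above the mean plus 3 SD of compounds within the control limits, set per campaign, cut at about 38% in these data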;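 note: 0% = DMSO wells and 100% = medium only without gametocytes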
Cdc42 wt GTP: human Cdc42 wildtype GTP binding change, either direction; P60953; GST-Cdc42 beads, Bodipy-GTP binding, flow cytometry; actives lie on both sides; percent activity (GTP binding), % at 10 µM; actives 0.2% (n = 190,000); AID 761;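 active = percent activity GTP binding at least 20 points away from the 100% baseline, either down as inhibitor or up as activator; inconclusive = compound flagged as likely green fluorescent from well-wide comparison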;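 note: median bead fluorescence of bound Bodipy-FL-GTP at 100 nM; 0% = excess unlabeled GTP control and 100% = no compound control; below 100% means less GTP binding so inhibitor and above means activator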
Target sequence (P60953 whole entry, looked up): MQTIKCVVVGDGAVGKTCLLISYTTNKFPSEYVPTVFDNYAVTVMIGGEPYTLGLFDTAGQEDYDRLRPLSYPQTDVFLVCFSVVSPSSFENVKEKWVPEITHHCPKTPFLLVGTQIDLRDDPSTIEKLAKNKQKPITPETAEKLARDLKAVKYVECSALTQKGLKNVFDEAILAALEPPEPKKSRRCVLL
Rab7 wt modul: dog Rab7 wildtype GTP binding, inhibitors and activators | actives 0.055% (n = 190,000) | GST-Rab7 beads, fluorescent GTP binding, flow cytometry; actives lie on both sides; untreated = 100%, excess cold GTP = 0% | GTP binding activity (percent of control), % at 10 µM;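 active = fluorescent GTP binding to Rab7 beads changed by at least 20 points from the 100% baseline, either direction, mostly lower; inconclusive = compound itself probably fluorescent, or too few beads counted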;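 note: median green fluorescence of bound Bodipy-FL-GTP per Rab7 bead population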
Rac1 wt modul: alters GTP binding to wildtype human Rac1. P63000. GST-Rac1 beads, fluorescent GTP binding, flow cytometry; actives lie on both sides; 0 = cold GTP competed, 100 = untreated. actives 0.27% (n = 190,000). GTP binding activity (% of control), % at 10 µM;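 active = GTP binding activity at least 20 points away from the 100% control level, either lower or higher; inconclusive = compound flagged as likely green fluorescent, judged across all proteins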
Avidin bead fluor: compound fluoresces at 488/530 nm on avidin beads. compound fluorescence 488/530 nm, flow cytometry; active compounds read high. fluorescence (KMESF) at 10 µM. actives 0.38% (n = 220,000). AID 1775; in the data active = fluorescence above about 47; note: inactives centre near 10
Bim-Mcl-1: inhibitors of Bim-Mcl-1 interaction, human; AID 1009; Q07820; actives 0.1% (n = 190,000); inhibition, % at 10 µM; Bead-based flow cytometry, Bim peptide-Mcl-1 binding; in the data active = inhibition above about 40%;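 note: 0% = no compound tracer wells and 100% = peptide blocker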
An asterisk follows results filed as active; ? = inconclusive; . = not tested or not shown.

SMILES,HRas wt GTP,Rab2A wt mod,Mcl1-Bid inh,Mcl1 Noxa PPI,Rac1 mut GTP,Pf gamet viab,Cdc42 wt GTP,Rab7 wt modul,Rac1 wt modul,Avidin bead fluor,Bim-Mcl-1
CC(=O)Nc1ccc(OCC(=O)NCc2ccc3c(c2)OCO3)cc1,100,99,-23,16,98,24,100,105,104,12,-2
CC(=O)Nc1ccc(Br)cc1C(=O)C(=O)O,98,100,23,11,97,-5,98,102,100,8,12
O=C(CN1CCN(c2ccc(F)cc2)CC1)Nc1ccc(F)c(F)c1,100,99,2,9,95,-6,96,101,102,12,-2
CC1CCc2sc(C(=O)N=Nc3c(O)[nH]c4ccccc34)cc2C1 (configuration not stated),94,93,13,-11,94,.,92,93,94,18,-2
CCN(c1ccccc1)S(=O)(=O)c1ccc(OC)c(NS(=O)(=O)c2cccs2)c1,93,90,-2,17,92,20,93,90,95,16,0
CC1(C)CC(=O)C=C(NC2CC(C)(C)NC(C)(C)C2)C1,99,98,-45,4,99,.,101,95,100,7,0
CC1=C(C(=O)OCC2CCCO2)C(c2coc3ccccc3c2=O)C2=C(CC(C)(C)CC2=O)N1 (configuration not stated),100,101,-36,12,100,-13,100,100,102,9,0
O=C(CNC(=O)c1ccccc1Cl)N/N=C/C=C/c1ccccc1,103,97,1,12,99,-24,104,94,108,14,-5
Cc1ccccc1CNC(=O)C(=O)Nc1nccs1,102,99,0,7,98,16,91,108,96,26,0
O=C(NCCCCc1ccccc1)c1ccccc1Cl,95,98,1,10,96,.,98,92,99,10,-2
BrCCOCCOc1ccc2ccccc2c1,100,99,-4,17,100,-6,100,99,103,1,-3
O=C(CC1C(=O)NCCN1C(=O)Nc1ccccc1)Nc1ccc2c(c1)OCO2 (configuration not stated),97,97,-3,37,95,.,99,94,96,15,-2
COc1ccc2c(c1)CC/C(=C\c1ccc(OC)c(Cn3nc(C)cc3C)c1)C2=O,101,101,-14,-12,98,-1,101,97,114,10,0
O=C(NC1CCCC1)C1CCC(=O)N1C1CCCC1 (configuration not stated),104,102,0,13,102,.,104,98,103,10,-2
O=C(Nc1cc(C(F)(F)F)ccc1N1CCOCC1)c1cccnc1Cl,102,101,16,16,100,.,103,100,105,40,-5
O=C(NCC1CC1)c1ccc(Nc2nc3ccc(Br)cc3[nH]2)cc1,106,105,13,52*,106,.,111,101,116,30,0
CC1CCCCN1C(=O)c1cccc(NC(=O)c2ccccc2)c1 (configuration not stated),92,96,-22,-14,96,8,94,95,93,10,0
COc1ccccc1/C=N/NC(=O)c1nnn(-c2nonc2N)c1CSC1=NCCS1,101,99,-1,11,103,-5,102,98,107,10,1
Cc1ccc(C(=O)NCC(=O)OCC(=O)NC2CCCC(C)C2C)s1 (configuration not stated),97,95,-23,-4,95,-10,92,102,94,23,0
COC(=O)CSc1nc2ccc(N)cc2s1,96,97,-25,12,94,18,93,102,96,8,0
CC1(C)CC2(CCO1)CNC(=O)O2 (configuration not stated),104,101,-19,-9,99,5,100,102,103,10,-1
O=C(CCCCn1c(=O)[nH]c2ccsc2c1=O)NCCc1ccccc1,98,99,-8,6,97,10,98,107,97,9,-1
CCOC(=O)N1CCC(Nc2nc(OC)nc(OC)n2)CC1,101,101,-18,-8,100,13,104,102,102,5,3
OC(CNCc1ccccc1)Cn1ccc2ccccc21 (configuration not stated),101,102,-5,19,100,1,104,99,106,16,-3
O=C1c2ccccc2C(=O)N1CCCc1c[nH]c2ccccc12,101,99,-52,22,101,-18,101,99,104,14,-5
COC(=O)CNC(=O)CSc1nnc(C)c(=O)[nH]1,99,98,-6,0,97,-16,100,100,101,6,-4
COc1cc(OC)c(C2N(c3ccc(Cl)cc3)C(=O)C3CCCN32)cc1OC (configuration not stated),101,102,-28,-2,101,.,103,100,106,9,0
O=C(/C=N/O)Nc1ccccc1,102,99,-29,-13,102,.,105,100,104,7,1
COC(=O)C1CCN(C(c2ccc(OC)c(OC)c2)c2sc3nc(C)nn3c2O)CC1 (configuration not stated),101,99,-9,4,98,.,101,97,100,7,0
Cc1ccc(C(=O)N/C(=C\c2ccccc2)C(=O)NCc2cccnc2)cc1,94,95,-21,15,91,16,97,101,95,9,-2
NS(=O)(=O)c1ccc(NC(=S)NC(=O)c2ccc3c(c2)OCO3)cc1,99,101,-46,12,97,-25,95,106,106,10,-6
CN1CCN(S(=O)(=O)c2ccc(NC(=O)COc3ccccc3)cc2)CC1,100,99,-10,-9,97,7,100,105,104,13,0
CCOC(=O)C1=NNC2(c3ccc(C)cc3)C(=O)N(c3ccc(Cl)cc3)C(=O)C12 (configuration not stated),98,97,1,12,100,.,99,98,103,15,-1
C=CCn1c(COc2ccccc2F)nnc1SCC(=O)N1CC(=O)Nc2ccccc21,100,100,-23,1,102,-24,106,102,108,33,-8
COc1ccc(-c2nn(-c3ccccc3)cc2C(=O)N2CCOCC2)cc1,100,100,-10,8,99,.,104,96,103,31,-3
COc1ccc(C(C)=O)cc1CSc1nc(C)cc(C)n1,89,91,-13,17,92,12,88,95,88,8,0
Cc1ccc(S(=O)(=O)C(C#N)c2nc3ccccc3nc2N2CCCC2)cc1 (configuration not stated),94,95,8,29,94,-48,93,97,95,23,-5
COc1cccc(CNCCO)c1OCc1ccccc1,102,103,-27,12,98,1,102,111,101,11,-3
CSc1ncccc1C(=O)OCC(=O)Nc1cc(C(F)(F)F)ccc1N1CCOCC1,99,96,-7,8,96,.,98,95,97,9,-1
CC(C)OC(=O)c1cc2c(ccn2C)n1CC(=O)N(Cc1ccccc1)c1ccc(F)cc1,96,94,-29,10,100,29,100,99,97,15,0
O=C(Oc1cccc(NC(=O)c2ccco2)c1)c1cccc(S(=O)(=O)N2CCCCC2)c1,101,100,33,16,95,-6,100,98,100,24,-2
O=C(c1cc2nc(-c3ccco3)cc(C(F)(F)F)n2n1)N1CCCc2ccccc21,?,?,-9,.,?,.,?,?,?,10,-3
CN(C)C(CNC(=O)CSc1nnc(-c2ccco2)o1)c1ccccc1 (configuration not stated),103,99,-33,-1,101,5,105,104,104,22,0
COc1ccc(-n2c(=S)[nH]c3cc(C(=O)O)ccc3c2=O)cc1,98,95,-34,15,95,-27,96,94,99,11,-2
CC(=O)N(C)c1ccc(N=Nc2c(C)[nH]n(C(N)=S)c2=O)cc1,90,94,-26,15,94,.,90,94,93,9,1
CCCc1cc(C(=O)NCCc2ccc(OC)c(OC)c2)no1,97,98,-12,4,97,.,97,99,100,7,2
O=C(COC(=O)Cc1cn2ccsc2n1)Nc1nc2ccccc2s1,99,99,-26,-5,99,.,99,99,101,8,0
Cc1cc(C)cc(NC(=O)C/C(N)=N/O)c1,100,101,-2,10,100,.,103,99,102,6,-2
COc1cc(/C=C2\SC(=O)N(Cc3ccc(F)cc3)C2=O)cc([N+](=O)[O-])c1O,95,95,22,97*,91,-3,91,99,95,12,3
Cc1cccc(C2N(c3nccs3)C(=O)C3CCCN32)c1 (configuration not stated),103,102,-45,-1,101,21,101,97,101,15,-4

Additional compounds follow.
SMILES,HRas wt GTP,Rab2A wt mod,Mcl1-Bid inh,Mcl1 Noxa PPI,Rac1 mut GTP,Pf gamet viab,Cdc42 wt GTP,Rab7 wt modul,Rac1 wt modul,Avidin bead fluor,Bim-Mcl-1
O=C(Nc1ccc2nc(-c3ccccn3)c(-c3ccccn3)nc2c1)N1CCOCC1,96,98,-9,4,98,7,94,100,101,10,0
Cc1cccc(/C=N/c2sc3c(c2C#N)CCN(Cc2ccccc2)C3)c1O,93,92,-20,12,92,4,90,93,90,19,-6
O=S(=O)(Nc1ccccc1Cl)c1ccc(F)cc1,102,103,-4,3,100,-6,101,105,102,11,-4
CCn1c(CCn2c3ccccc3c3ccccc32)n[nH]c1=S,101,98,-10,27,101,13,107,101,106,22,-4
COc1ccc(C(=O)/C(C#N)=N/Nc2ccc([N+](=O)[O-])cc2)cc1,92,93,-48,49,90,-1,94,93,92,9,0
O=C(N/C(=C/c1cn(-c2ccccc2)nc1-c1ccccc1)C(=O)N1CCOCC1)c1ccc(Cl)cc1Cl,100,103,-19,-6,101,-21,99,100,102,11,0
CCOc1ccccc1C(=O)Nc1nnc(C(C)C)s1,103,101,-5,4,100,.,102,101,105,7,0
CS/C(=N\NC(N)=O)c1ccccc1,103,102,-26,-29,101,-12,110,97,104,12,-4
O=C(OCc1nnc(-c2ccccc2)o1)c1cn(-c2ccccc2)nc1-c1ccccc1,99,99,-6,-1,99,-43,99,99,104,6,-4
CCOC(=O)C1=C(C)Nc2ccccc2N=C1NC(=O)/C=C/c1ccc(OC)cc1OC,97,95,-32,14,95,11,95,96,100,9,0
O=S(=O)(/N=C(/Nc1cc(N2CCOCC2)ncn1)c1ccccc1)c1ccccc1,110,108,5,21,107,.,115,108,115,11,-7
O=c1c2ccccc2nc(SCc2cccc(F)c2)n1Cc1ccco1,94,94,5,-7,94,-12,93,93,95,72*,-3
O=C(O)c1c[nH]c2cc(C(F)(F)F)ccc2c1=O,101,102,7,-16,99,.,102,102,99,11,-4
Cc1cccc2cc(CN(CCN3CCCC3)C(=O)NC3CCCCC3)c(=O)[nH]c12,102,101,-8,7,99,.,101,103,101,8,-1
O=C(N/N=C/c1ccccc1C(=O)O)c1ccc(COc2cccc3cccnc23)cc1,92,92,-30,-20,90,-5,90,97,88,15,3
CCOC(=O)Cn1nc(C)n(-c2ccc(C)cc2)c1=O,95,94,-8,-9,98,1,93,93,99,13,-3
Cc1nn(-c2ccc(Cl)cc2)c(N)c1C(O)(CSc1nccn1C)C(F)(F)F (configuration not stated),104,101,-7,-3,102,.,101,102,110,6,-1
CC(=O)N1CCC(=NNC(=O)CSc2cc(C)c(Br)cc2C)CC1,99,98,8,-9,100,1,103,97,103,13,-1
CC(C)Sc1nc2ccccc2n1CC(=O)NCc1ccc2c(c1)OCO2,103,104,-23,-8,101,.,104,99,104,13,0
Cc1ccc(-c2nnc(CSc3nnc(COc4ccccc4)n3-c3ccccc3)o2)cc1,97,96,7,-2,95,9,97,93,97,16,-2
CCN1CCN(CCCCOc2ccccc2F)CC1,105,104,40,27,102,17,105,101,106,11,-9
Cc1ncc(CSc2nc3ccccc3[nH]2)c(N)n1,98,99,-19,10,97,.,100,97,100,1,-6
CC(NC(=O)Nc1ccc2c(c1)OCO2)C1CCCO1 (configuration not stated),108,109,-34,13,104,25,110,102,106,6,-1

Assay outcomes (PubChem BioAssay)
